# Screening data from PubChem.
# Tb PYK inh: qHTS of Trypanosoma Brucei Inhibitors | pyruvate kinase (Trypanosoma brucei), Q57TT1 | TbPYK enzyme, Kinase-Glo Plus ATP luminescence, 45 min | Potency, µM (top dose mostly 76.8 µM), for the others: at the top dose activity, negative = inhibition, most hits filed as inhibitors | 410,000 compounds, 0.12% hits; active = well fitted inhibition curve with a large enough effect; inconclusive = small, poorly fitted or top-dose-only effect; also: nearly all actives have a fitted effect of over 50% in size
#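 ADP (130 uM final) triggers the TbPYK reaction after compound addition; incubation is 45 min at room temperature. Kinase-Glo Plus is then added and luminescence imaged. Normalized data are fitted to concentration-effect curves.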
# * marks the source's active call; other numbers are inactive results; ? = inconclusive; [ ] = dose if it differs, or a comment. % is scaled to controls: 0 for no effect and ±100 for the full control effect; potency is read from the fitted curve at half-maximal effect. Not all compounds are listed; the hit share may differ from the screen's.
SMILES | Tb PYK inh
Cc1ccccc1OCCC(=O)Nc1cc(S(=O)(=O)N2CCCCC2)ccc1N1CCN(C)CC1 | 3%
COc1ccccc1C(=O)Nc1ccnn1C1CCN(C2CCCCC2)CC1 | -8%
COc1ccccc1C(=O)NCCSc1c(C)[nH]c2ccccc12 | -4%
Cn1cc(C(=O)NCCc2ccccc2)c(=O)c2cc(S(=O)(=O)N3CCOCC3)ccc21 | -28%
CCOC(=O)[C@]12CCCC=C1N(Cc1ccc(Cl)cc1Cl)C(=O)[C@H](CC(=O)NCc1cccc(C(F)(F)F)c1)C2 | 7%
COc1cccc(C(=O)Nc2nc3nc(-c4ccccc4)cc(=O)n3[nH]2)c1 | ?
COc1ccc(C(=O)N2CCC[C@@]3(CCN(c4cccc(-c5ccccc5)c4)C3)C2)cc1 | -11%
COc1ccccc1CNC(=O)C1CCCN(c2nn3cc(-c4ccc(F)cc4)nc3s2)C1 (stereo not drawn) | 4%[15.4 µM]
CCCCCCCCN1C(=O)[C@H](CC(=O)N2CCN(C(=O)C3CC3)CC2)C[C@@]2(C(=O)OC)CCCCC=C12 | 1%
O=c1c2sc3ccccc3c2n(Cc2cccc(C(F)(F)F)c2)c(=O)n1Cc1ccco1 | -6%
COc1ccc(CN(C)c2ccc(-c3nc(-c4ccccc4)no3)cc2[N+](=O)[O-])cc1 | 1%
COc1ccc(C2c3c(-c4ccccc4)n[nH]c3C(=O)N2c2ccc(C(=O)O)cc2)c(OC)c1 (stereo not drawn) | -5%
CC(C)Oc1ccc(S(=O)(=O)N2CCOCC2)cc1NC(=O)c1ccc(Cl)c(S(=O)(=O)N2CCOCC2)c1 | 9%
COc1ccccc1C(=O)NC1(C(F)(F)F)C(=O)Nc2c1c(=O)[nH]c(=O)n2-c1ccccc1 (stereo not drawn) | 3%
CCCS(=O)(=O)c1nc(S(=O)(=O)c2ccc(C)cc2)c(NCc2ccccc2)s1 | 4%
CCOC(=O)Cn1c(=O)n(CC2CCCO2)c2nc(-c3ccccc3Cl)nc(C(N)=O)c21 (stereo not drawn) | 0%
Oc1ccc(CCN2CCCCC2)cc1 | 11%
c1ccc(OCCOCCOc2ccccc2)cc1 | 7%
CCc1ccc2oc(-c3cccc(NC(=O)c4cc5ccccc5o4)c3)nc2c1 | -7%
COc1ccc(-c2cn3c(n2)sc2cc(C(=O)Nc4cccc(SC)c4)ccc23)cc1 | -3%
CCc1ccc(NC(=O)c2cc3c(COC(C)=O)cnc(C)c3oc2=O)cc1 | 5%
CCCCN1C(=O)C(CC(=O)NCCCCc2ccccc2)CC(C(=O)N2CCCCCC2)=C1C (stereo not drawn) | 1%
CCCc1ccc(C(O)c2ncc(-c3cccc(C)c3)[nH]2)cc1 (stereo not drawn) | -9%
COc1ccccc1/C=C/c1nc(C#N)c(N2CCCCC2)o1 | -4%
CC1CCC(NC(=O)c2ccc3c(c2)N(Cc2ccccc2F)C(=O)c2ccccc2S3)CC1 (stereo not drawn) | 9%
CCOC(=O)C1(C#N)C(=O)CSC1=Nc1ccccc1Cl (stereo not drawn) | 4%
CC(C)N1CCc2c(sc(NC(=O)c3ccc(S(=O)(=O)N(C)C4CCCCC4)cc3)c2C(N)=O)C1 | -4%
Cc1ccc(NC(=O)NC(=O)COC(=O)c2ccc(O)cc2O)c(C)c1 | -2%
Cc1ccc2scc(N3CCN(c4ccc(F)cc4)CC3)c(=O)c2c1 | 2%
CCOC(=O)C1=CCN(S(=O)(=O)c2ccc(Cl)cc2)C1c1cccc(C)c1 (stereo not drawn) | -10%
C=Cc1ccc(Cn2c(C)c(C(=O)NCc3ccc4c(c3)OCO4)sc2=O)cc1 | 2%
CCCSc1ncc(Cl)c(C(=O)N2CCN(c3ccc(OC)cc3)CC2)n1 | 4%
CC(C)(C)c1cc(CCC(=O)Nc2ccncc2)cc(C(C)(C)C)c1O | 2%
COc1ccccc1CNC(=O)C1(C)CCN1Cc1ccc(OC(F)(F)F)cc1 (stereo not drawn) | 2%
COc1cc(CNC(=O)c2cc(-c3ccc(OC)cc3C)n[nH]2)cc(OC)c1 | 0%
CCOC(=O)[C@]12Cc3ccccc3[C@H]1N(CCC(=O)OC)C(=O)c1ccccc12 | 1%
Clc1ccc2nc3ccccc3cc2c1 | 1%
Cc1cc(NC(=O)CN2C(=O)c3cccnc3Sc3ccccc32)ccc1Br | 1%
CN(C)CCNC(=O)c1ccc2c(=O)n3c(nc2c1)CCCCC3 | 4%
COc1ccc(C(=O)COC(=O)c2cc(=O)c3ccccc3o2)c(OC)c1 | -4%
Cc1ccc(Cc2c(-c3ccc(C)cc3)nc3c4ccccc4ccn23)cc1 | 6%
CCCCn1nnnc1C1(C)CCC(=O)N1Cc1ccc(F)cc1 (stereo not drawn) | 5%
C#CCOCCOCCOCCNc1nc(N2CCN(C(=O)Cn3cc(CCO)nn3)CC2)nc(N2CCN(C(=O)[C@H]([C@@H](C)CC)n3cc(CCCN=C(N)N)nn3)CC2)n1 | 0%
O=C(Nc1cc(-c2nc3ccccc3o2)ccc1Cl)c1cc([N+](=O)[O-])ccc1N1CCOCC1 | -11%
O=C(Nc1ccccc1C(F)(F)F)C1(S(=O)(=O)c2ccc(Cl)cc2)CC1 | -3%
Cc1cc(C)c(NC(=O)COc2ccc3c(C)cc(=O)oc3c2)c(C)c1 | -13%
O=C1NC(Cc2ccc(O)cc2)c2nc3cc(Cl)ccc3c(=O)n2-c2ncccc21 (stereo not drawn) | -4%
O=C(CCc1ccccc1)Oc1ccccc1[N+](=O)[O-] | -5%
Cc1cc2c(cc1C)N1C(=O)c3cc4ccccc4cc3NC(=O)C1C(=O)N2 (stereo not drawn) | 2%
CCOC(=O)C1=CC[C@@H](c2ccccc2)N(S(=O)(=O)c2ccc(C)cc2)[C@H]1c1ccc(C#N)cc1 | -14%

# Further records follow:
SMILES | Tb PYK inh
CCC(C)NC(=O)CSc1c2c(nc3cc(Cl)ccc13)CCCC2 (stereo not drawn) | -1%
Cc1ccn2c(Nc3ccc4c(c3)OCCO4)c(-c3ccccc3O)nc2c1 | -6%
COc1cccc(C(C)(O)c2nc(-c3ccc(OC)c(OC)c3)cs2)c1 (stereo not drawn) | 7%
O=C(C1CC(=O)N(C2CCCC2)C1)N1CCN(c2ccc(F)cc2)CC1 (stereo not drawn) | 0%
O=C(NCc1ccco1)c1ccc2c(c1)N(Cc1ccccc1F)C(=O)c1ccccc1S2=O (stereo not drawn) | -7%
CCN(CC)C(=O)c1cccc(-c2csc(C(C)(O)c3ccncc3)n2)c1 (stereo not drawn) | -1%
CC(C)CC1(CCc2ccccc2)C(=O)NC(=O)NC1=O | -2%
C[C@@H]1CN([C@H](C)CO)C(=O)CCCn2nncc2CO[C@@H]1CN(C)C(=O)c1ccc(N2CCN(C)CC2)cc1 | 4%
Cc1cccc(CNC(=O)CCCN2C(=O)COc3ccc(C)cc32)c1 | 1%
CC(=O)c1cccc(NC(=O)c2cccn(Cc3cccc(C)c3)c2=O)c1 | -1%
CCCn1c2ccccc2c2nnc(SCC(=O)Nc3cccc(C(C)=O)c3)nc21 | -3%
CCOCCCNC(=O)CN1C(=O)CCn2nc(-c3cccn3C)cc21 | 0%
COc1ccc(S(=O)(=O)N2CCOC2CNC(=O)C(=O)NCc2ccccn2)cc1 (stereo not drawn) | -12%
Cc1ccc(C(=O)N2CCc3cc(CNC(=O)c4ccc(Br)cc4)ccc32)cc1 | 1%
CCC(=O)N1CCC(C)(C(=O)NCc2cccc(OC)c2)C1 (stereo not drawn) | 3%
COc1ccccc1CNc1nc(NCc2ccccc2SC)c2sccc2n1 | -2%
COC(=O)Cn1c(=O)c2c(nc3n2CCN3c2ccc(F)cc2)n(C)c1=O | 0%
Cc1cc(NC(=O)COc2ccc3c(C)c(C)c(=O)oc3c2)no1 | 3%
O=C(Nc1cccc(C(=O)N2CCCCC2)c1)c1nsc2ccccc12 | -6%
COc1ccc(Cl)cc1NC(=O)Cn1cc(S(=O)(=O)Cc2cccc(Cl)c2)c2ccccc21 | 2%[15.4 µM]
COC(=O)c1ccc(NC(=O)c2nn(C)c3c2CS(=O)(=O)c2ccccc2-3)cc1 | 1%
CCNc1ncc2nc(-c3cc(F)cc(F)c3)c(=O)n(Cc3cccs3)c2n1 | -3%
CC(C)Nc1nc(Nc2ccc(C(N)=O)cc2)c2sccc2n1 | 0%
CC(C)Nc1nc(NCCN2CCCC2)c2sc(-c3ccccc3)cc2n1 | -2%
Cc1ccc2onc(CC(=O)N3CCN(c4ccc(F)cc4)CC3)c2c1 | -3%

# For reference, some entries already given.
SMILES | Tb PYK inh
CCN(CC)C(=O)c1cccc(-c2csc(C(C)(O)c3ccncc3)n2)c1 (stereo not drawn) | -1%
CC(C)CC1(CCc2ccccc2)C(=O)NC(=O)NC1=O | -2%
C[C@@H]1CN([C@H](C)CO)C(=O)CCCn2nncc2CO[C@@H]1CN(C)C(=O)c1ccc(N2CCN(C)CC2)cc1 | 4%
Cc1cccc(CNC(=O)CCCN2C(=O)COc3ccc(C)cc32)c1 | 1%
CC(=O)c1cccc(NC(=O)c2cccn(Cc3cccc(C)c3)c2=O)c1 | -1%

# More records.
SMILES | Tb PYK inh
CCc1nnc2c(Nc3cccc(C(C)=O)c3)nc3ccccc3n12 | -2%[15.4 µM]
COc1ccc(CNC[C@H]2O[C@@H](n3ccc(=O)[nH]c3=O)[C@H](O)[C@@H]2O)cc1 | 4%
COc1ccc(NC(=S)N2CCC(C(=O)c3ccc(Cl)cc3)CC2)cc1 | 1%
c1ccc(C2OCCN2c2ccccc2)cc1 (stereo not drawn) | 5%
O=C(Nc1cc(-c2nc3ccccc3s2)ccc1Cl)c1cc2ccccc2o1 | 1%
CC1(C)NC(=S)NC1=S | 1%
COc1ccc(NC(=O)c2oc3ccc4c(c3c2C)C(=O)CC(C)(C)O4)cc1OC | 0%
COc1ccc(NC(=O)CN(C)C(=O)c2ccc(S(=O)(=O)N3CCOCC3)cc2)cc1 | 2%
OC[C@@H]1CN(Cc2ccc(-c3ccccc3)cc2)C[C@H](n2cnc3c(NCc4ccncc4)ncnc32)O1 | 0%
Cc1ccc(C(=O)NCC(c2ccc(Cl)cc2)N2CCCCC2)cc1 (stereo not drawn) | -8%
Cc1ccc(NC(=O)c2cnc(N3CCCCC3)c3ccccc23)cc1Cl | -5%
Cc1nc(C(=O)O)cc([N+](=O)[O-])c1C | 5%
COCCn1c(=O)c(CCc2ccccc2)nc2cnc(N3CCN(C)CC3)nc21 | -1%
Cc1ccn2c(Nc3ccc4c(c3)OCO4)c(-c3ccc(C)o3)nc2c1 | -17%
CCOCCCn1c(SCC(=O)OCC)nc2c(sc3ccccc32)c1=O | -2%
Cc1ccc2nc(Cl)c3cc(C(=O)N4CCCCC4)sc3c2c1 | 1%
CCn1c(=O)c2cc(C(=O)Nc3cc(OC)c(OC)c(OC)c3)sc2c2ccccc21 | 4%
O=C(NCc1cccc(C(F)(F)F)c1)c1[nH]c(C(F)(F)F)nc1-c1ccccc1 | 4%
CC1(C(=O)Nc2ccc3c(c2)OCO3)CCN1C(=O)CC1CC1 (stereo not drawn) | -3%
CC1=C(C(=O)N2CCCCCC2)CC(CC(=O)NCCN2CCOCC2)C(=O)N1Cc1ccccc1 (stereo not drawn) | 0%
O=C(Nc1cccc(F)c1)N1CCCC2(CCN(C(=O)c3ccncc3)CC2)C1 | -5%
CC(C)NC(=O)C1CCC(Cn2c(=O)c3sccc3n(CC(=O)NCc3ccccc3)c2=O)CC1 (stereo not drawn) | -7%
CCc1ccc(NS(=O)(=O)c2c(-c3ccccc3)csc2C(=O)OC)cc1 | -1%
CCC1=CC(c2ccccc2)n2ncnc2N1 (stereo not drawn) | -3%
CCOC(=O)c1ccc(NC(=O)Cn2c(=O)cc(C)c3c(C)nn(-c4ccc(CC)cc4)c32)cc1 | -3%

# 4 of the compounds above, as labelled records:
mol: Cc1ccc(NC(=O)c2cnc(N3CCCCC3)c3ccccc23)cc1Cl
  Tb PYK inh = -5%
mol: Cc1nc(C(=O)O)cc([N+](=O)[O-])c1C
  Tb PYK inh = 5%
mol: COCCn1c(=O)c(CCc2ccccc2)nc2cnc(N3CCN(C)CC3)nc21
  Tb PYK inh = -1%
mol: Cc1ccn2c(Nc3ccc4c(c3)OCO4)c(-c3ccc(C)o3)nc2c1
  Tb PYK inh = -17%

# More entries follow.
SMILES | Tb PYK inh
CC(=O)c1ccc(NC(=O)c2cnn3c(C(F)F)cc(C4CC4)nc23)cc1 | -1%
O=C(Cn1c(=O)c2cccn2c2ccc(F)cc21)Nc1cccc(F)c1 | -1%
CC1=CC(c2ccc(Cl)cc2)n2ncnc2N1 (stereo not drawn) | -8%
COc1cc(NC(=O)c2ccccc2[N+](=O)[O-])ccc1NC(=O)c1cc2ccccc2o1 | -7%
COc1ccc(Cl)cc1NS(=O)(=O)c1c(C)nc2scc(C)n2c1=O | 4%
Cc1ccc(CNC(=O)CSc2ncc(S(=O)(=O)c3ccc(Br)cc3)c(=O)[nH]2)cc1 | -2%
COc1ccc(OCCN2CCC(C(=O)NC(c3ccc(OC)cc3)c3ccccn3)CC2)cc1 (stereo not drawn) | -3%

# Looked up above:
# Entry of CC1=CC(c2ccc(Cl)cc2)n2ncnc2N1 (stereo not drawn) under Tb PYK inh: -8%
# Entry of COc1ccc(OCCN2CCC(C(=O)NC(c3ccc(OC)cc3)c3ccccn3)CC2)cc1 (stereo not drawn) under Tb PYK inh: -3%
